MEP2 TOR yeast = modulators of MEP2-GFP levels in yeast, primary screen, S. cerevisiae, multiplex flow cytometry, MLPCN library. S. cerevisiae MEP2-GFP strain, 3 h; 100% = DMSO control level. GFP response vs DMSO, % at 10 µM. actives 0.51% (n = 330,000). AID 2016, 2009;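 active means GFP response versus DMSO above a set limit, roughly screen mean plus 3 SD, cut at about 180% in these data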;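 further: median GFP fluorescence of the barcode-gated MEP2-GFP cells per well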
proCasp3 act = activators of human procaspase-3 D3A mutant, primary screen, biochemical, absorbance, PC-3 D3A mutant, single concentration | Caspase-3 (Homo sapiens), P42574 | recombinant procaspase-3 D3A, Ac-DEVD-pNA absorbance 405 nm | activation, % at 8.5 µM | actives 0.11% (n = 330,000);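 active means activation above the mean of all tested compounds plus 3 SD, cut at about 21% in these data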;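 further: 0% = DMSO alone and 100% = DMSO wells spiked with extra 5 µM PC-3 D3A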
Target sequence (P42574 whole entry D9A/D28A/D175A): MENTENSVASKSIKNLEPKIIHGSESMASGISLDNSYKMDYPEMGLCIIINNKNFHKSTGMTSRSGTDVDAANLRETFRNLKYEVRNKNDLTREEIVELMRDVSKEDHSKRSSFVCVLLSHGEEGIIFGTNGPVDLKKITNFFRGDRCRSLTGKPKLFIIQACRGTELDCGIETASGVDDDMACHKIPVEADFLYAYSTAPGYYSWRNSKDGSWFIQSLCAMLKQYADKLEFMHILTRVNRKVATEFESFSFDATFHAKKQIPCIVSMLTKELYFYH
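Test system: Procaspase-3 D3A mutant; medium: Zinc-free HEPES/NaCl buffer with 0.01% Triton X-100 at pH 7.4; reagent: DEVD-pNA substrate; doses: one concentration, 8.5 µM nominal, 0.8% DMSO; times: 1 h preincubation plus 2 h reaction at 25 °C; signal: Epi-absorbance at 405 nm of released p-nitroaniline, 0 and 120 min; replicates: singlicate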
AHR act = AHR activators, primary screen, cell-based, luminescence, luciferase reporter, human; Aryl hydrocarbon receptor (Homo sapiens), P35869; AHR-responsive luciferase reporter cells; activation, % at 5 µM; actives 2.5% (n = 320,000); in the data active means activation above about 47%;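 further: 0% = vehicle wells and 100% = reference agonist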
LAP4-GFP MLPCN = modulators of LAP4-GFP expression in yeast, primary screen, S. cerevisiae, multiplex flow cytometry, MLPCN library; 3 h; median GFP as percent of DMSO wells; GFP response vs DMSO, % at 10 µM; actives 0.34% (n = 320,000);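 active means GFP response vs DMSO above a set limit, about the screen mean plus 3 SD, cut at about 150% in these data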
AGP1-GFP MLPCN = modulators of AGP1-GFP expression in yeast TOR pathway, primary screen, cell-based, multiplex flow cytometry, S. cerevisiae, MLPCN library; 3 h; GFP as percent of DMSO wells; GFP response vs DMSO, % at 10 µM; actives 0.02% (n = 320,000); AID 2066, 2009;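 active means GFP response relative to DMSO above a set limit, near screen average plus 3 SD, cut at about 150% in these data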;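 further: median GFP channel fluorescence of the gated AGP1 strain per well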
proCasp7 act = procaspase-7 activators, primary screen, counter-screen for procaspase-3 activator project, biochemical, absorbance, HTS, human; Caspase-7 (Homo sapiens), P55210; recombinant procaspase-7, Ac-DEVD-pNA absorbance 405 nm; D23A/D198A/D206A triple mutant, cannot self-cleave; scale: DMSO 0, 5 µM enzyme 100; activation, % at 8.5 µM; actives 0.093% (n = 330,000); AID 463210, 2010;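 active means percent activation above the screen-wide mean plus 3 SD, cut at about 25% in these data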
Target sequence (P55210 whole entry D23A/D198A/D206A): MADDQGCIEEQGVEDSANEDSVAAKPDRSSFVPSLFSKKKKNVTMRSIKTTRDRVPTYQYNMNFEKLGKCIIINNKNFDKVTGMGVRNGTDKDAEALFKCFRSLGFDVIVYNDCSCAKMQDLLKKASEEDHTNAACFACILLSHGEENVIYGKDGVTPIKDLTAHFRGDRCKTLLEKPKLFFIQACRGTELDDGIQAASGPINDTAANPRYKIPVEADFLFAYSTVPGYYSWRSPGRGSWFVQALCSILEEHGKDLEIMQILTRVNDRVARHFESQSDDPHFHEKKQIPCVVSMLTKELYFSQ
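System: Procaspase-7 triple mutant (PC-7 D3A); measure: % activation from two-timepoint absorbance difference, scaled to controls; times: 1 h compound preincubation, 2 h substrate cleavage, 25 °C; also added: Ac-DEVD-pNA substrate, 400 µM as added; measured by: Epi-absorbance of released pNA at 405 nm, two timepoints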
CIT2-GFP yeast = modulators of CIT2-GFP expression in yeast, primary screen, S. cerevisiae, GFP fusion, multiplex flow cytometry, MLPCN library; GFP response vs DMSO, % at 10 µM; actives 0.065% (n = 320,000); S. cerevisiae CIT2-GFP strain, 3 h; 100 means same as DMSO wells;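 active means GFP response relative to DMSO above a set limit, near the screen mean plus 3 SD, cut at about 150% in these data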;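 further: ratio of well median GFP fluorescence to mean of DMSO wells on the plate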
RPL19A-GFP yeast = RPL19A-GFP expression modulators in yeast, primary screen, cell-based, S. cerevisiae, multiplex flow cytometry, MLPCN; actives 0.3% (n = 330,000); percent response vs DMSO, % at 10 µM; S. cerevisiae RPL19A-GFP strain, 3 h; active compounds read low;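 active means percent response vs DMSO below 50%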;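 further: median channel GFP fluorescence of the barcoded RPL19A-GFP strain; ratio of sample median GFP to plate DMSO average so 100% = DMSO; lower means less RPL19A-GFP as with rapamycin TOR inhibition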
Active calls of the source: *; . = no result given.

SMILES	MEP2 TOR yeast	proCasp3 act	AHR act	LAP4-GFP MLPCN	AGP1-GFP MLPCN	proCasp7 act	CIT2-GFP yeast	RPL19A-GFP yeast
CCCC(=O)Nc1ccc(N2CCN(C(=O)c3ccccc3C)CC2)cc1	103	1	1	114	115	3	116	112
CC(=O)/C(N=Nc1cc2c(c([N+](=O)[O-])c1C)C(C)(C)CC2(C)C)=C(\C)O	98	-4	0	100	101	-12	98	99
Cc1nn(-c2ccccc2)c(C)c1[N+](=O)[O-]	108	2	1	103	96	-2	93	97
O=S(=O)(CCCc1ccccc1)c1ncn[nH]1	99	8	2	96	105	-2	107	98
CCNC(=S)N1CCc2cc(OC)c(OC)cc2C1COc1ccc(OC)cc1 (configuration not stated)	104	2	3	102	103	6	98	101
Cc1nn(-c2cc(N3CCNCC3)ccc2[N+](=O)[O-])c(=O)c2ccccc12	89	-9	42	88	96	4	84	95
COc1ccc([N+](=O)[O-])cc1N(CC(=O)Nc1ccccc1C(=O)N1CCOCC1)S(C)(=O)=O	107	6	3	108	102	6	102	102
CN(C)c1ccc(CNc2ccc3c(c2)ncn3C)cc1	99	8	-1	97	98	-6	94	98
COc1ccc(Cl)cc1NC(=O)CCN1CCOCC1	95	1	0	103	102	3	97	97
CCOc1ccc(NC(=O)CN(C)C(=O)CCc2ccccc2Cl)cc1OCC	108	8	4	87	95	-2	109	110
O/N=C1/C2C3CC4C5C3C1C5C1(OCCO1)C42 (configuration not stated)	99	3	0	101	100	12	97	99
COCn1c(-c2cccc(Br)c2)nc2ccccc21	106	11	53*	85	99	5	106	103
O=C(Nc1cccc(C(F)(F)F)c1)c1cccnc1NCCc1ccccc1	111	10	5	125	111	14	104	97
Cn1c(=O)oc2cc(S(=O)(=O)N3CCN(Cc4ccc5c(c4)OCO5)CC3)ccc21	108	8	0	110	101	-1	106	103
C=CC[C@H](CC(=O)NCCO)C(=O)NC[C@@H](OC(=O)[C@@H](CC=C)CC(=O)OC(C)(C)C)c1ccccc1	92	7	-2	94	94	-1	102	93
C=CCN(CC(=O)NCC1CCCO1)C(=O)CCC(=O)Nc1cc(C)on1 (configuration not stated)	89	-8	-3	.	102	-10	102	100
C=CCSc1nnc(Cn2c(=O)sc3ccccc32)n1C	99	1	0	105	108	3	101	97
CN(C)CCNCCCOc1ccccc1-c1ccccc1	99	-9	0	99	102	0	97	106
S=C(Nc1cccnc1)N1CCc2ccccc21	111	-13	30	104	106	-10	110	105
O=C(N/N=C\c1ccc(CN(Cc2ccc(Cl)cc2)S(=O)(=O)c2ccccc2)o1)C(=O)Nc1ccc(F)cc1	95	8	-7	103	96	1	91	94
Cc1ccc(-n2c(SCC(=O)O)nc3c(sc(=S)n3-c3ccc(C)c(C)c3)c2=O)cc1	111	-2	1	108	101	-10	100	106
CC(Oc1ccccc1)C(=O)Nc1cc(Cl)ccc1-n1cncn1 (configuration not stated)	87	-1	18	99	94	5	86	86
CCc1ccc(/C=N/Nc2nn[nH]n2)cc1	108	-1	5	112	114	6	117	108
CC(=O)Nc1ccc(NC(=O)COc2ccc3c(c2)CCC3)cc1	98	4	-1	114	96	3	88	103
CC(=N\Nc1ccc(Cl)cc1)/C(=N/O)C(=O)Nc1ccccc1	138	1	23	93	100	-1	102	104
Additional entries follow.
SMILES	MEP2 TOR yeast	proCasp3 act	AHR act	LAP4-GFP MLPCN	AGP1-GFP MLPCN	proCasp7 act	CIT2-GFP yeast	RPL19A-GFP yeast
O=C(C1CCN(S(=O)(=O)c2cccc3nsnc23)CC1)N1CC=C(c2ccccc2)CC1	107	-2	0	101	104	-11	96	98
O=C(Nc1c[nH]c(=O)[nH]c1=O)c1cc([N+](=O)[O-])cc([N+](=O)[O-])c1	102	-1	1	86	93	7	94	104
O=C(Nc1cccc(NC(=O)N2CCN(c3ccccc3)CC2)c1)N1CCN(c2ccccc2)CC1	95	2	3	102	94	1	101	91
Cc1cc(C(=O)CSc2ccccc2)cc(C)c1O	103	4	7	99	97	7	97	104
O=C(NCCO)N1c2ccccc2Sc2ccccc21	104	6	-4	91	107	-6	104	108
CCCCn1nnnc1SCC(=O)Nc1sc2c(c1C#N)CCCC2	99	-1	7	103	98	-3	98	99
COC/C=C/C1=CC2=CC(=O)C(C)(OC(=O)c3cnc4ccccc4n3)C(=O)C2=CN1CCN1CCOCC1 (configuration not stated)	94	1	-2	111	76	-12	68	94
COc1ccc(N2CCN(C(=O)CSc3nnc(Cn4nnc5ccccc54)n3C)CC2)cc1	104	5	-2	101	107	1	99	97
O=C(CN1CCCC1)Nc1ccc(F)c(Cl)c1	101	-1	0	89	92	3	94	98
Cc1cc(=O)c2ccccc2s1	99	2	2	104	100	6	99	99
COc1cc(CC(=O)OCC(=O)N2CCCCC2)cc(OC)c1OC	107	7	2	91	102	5	99	105
O=C(Nc1ccccc1OC(F)F)C1CCCN1C(=O)c1cccs1 (configuration not stated)	92	0	-2	86	95	-6	97	96
CN(CC(=O)Nc1ccc2c(c1)OCCO2)S(=O)(=O)c1ccc(Br)s1	102	5	13	107	102	17	96	100
COC(=O)c1ccccc1S(=O)(=O)N1CCC(C(=O)NC2=NCCS2)CC1	101	-3	0	103	100	7	95	95
CC(C)(O)C(=O)NNC(=S)Nc1ccc(F)c(Cl)c1	102	-12	8	102	108	-10	97	100
CCc1nnc(NC(=O)CSc2nnc(-c3ccco3)o2)s1	99	-16	-2	98	101	-3	97	100
OCC1CCN(Cc2nc(Cc3ccccc3Cl)no2)CC1	112	8	-1	89	93	2	104	99
CN1CCCN(Cc2nc(-c3ccc(Cl)cc3)no2)CC1	103	0	3	105	108	5	105	100
CCOC(=O)N1CCN(C(=O)COC(=O)Cc2ccc(Cl)cc2)CC1	102	-6	-1	97	103	7	102	101
COCC(C)NC(=O)c1cc(OC)cc(OC)c1 (configuration not stated)	101	1	-1	100	102	5	98	99
NC(=O)c1nsc(C(=O)N(c2cccc(F)c2)C(C(=O)NCC2CCCO2)c2cccs2)c1N (configuration not stated)	103	4	7	101	101	1	99	96
CCOc1ccc(C(NC(=O)/C=C/c2ccco2)c2ccc(OC)c(OC)c2)cc1 (configuration not stated)	104	-2	2	96	94	-3	97	100
CCn1c(Nc2ccccc2Cl)nc2ccccc21	107	-1	13	106	99	0	100	97
COC(=O)CC1C(=O)NCCN1C(=O)CSc1nnc(Nc2ccc(C)cc2)s1 (configuration not stated)	109	5	1	101	102	5	112	101
CCc1ccccc1N(CC(=O)NCCc1ccccc1)C(=O)CCC(=O)Nc1ccccn1	106	1	5	93	78	5	113	94

Part of the list above in order of molecular weight, ascending:
SMILES	MEP2 TOR yeast	proCasp3 act	AHR act	LAP4-GFP MLPCN	AGP1-GFP MLPCN	proCasp7 act	CIT2-GFP yeast	RPL19A-GFP yeast
S=C(Nc1cccnc1)N1CCc2ccccc21	111	-13	30	104	106	-10	110	105
CN(C)c1ccc(CNc2ccc3c(c2)ncn3C)cc1	99	8	-1	97	98	-6	94	98
CN(C)CCNCCCOc1ccccc1-c1ccccc1	99	-9	0	99	102	0	97	106
O=C(Nc1ccccc1OC(F)F)C1CCCN1C(=O)c1cccs1 (configuration not stated)	92	0	-2	86	95	-6	97	96
O=C(Nc1cccc(C(F)(F)F)c1)c1cccnc1NCCc1ccccc1	111	10	5	125	111	14	104	97

(more compounds)
SMILES	MEP2 TOR yeast	proCasp3 act	AHR act	LAP4-GFP MLPCN	AGP1-GFP MLPCN	proCasp7 act	CIT2-GFP yeast	RPL19A-GFP yeast
CC(C)c1nnc(NC(=O)Cc2ccc(Br)cc2)s1	92	1	9	77	83	5	107	110
Cc1ccc(S(=O)(=O)CCC(=O)NCc2ccccc2)cc1	98	3	0	100	106	-3	95	99
S=c1[nH]nc(-c2ccccn2)n1/N=C/c1ccc(Cl)c(Cl)c1	94	-4	3	96	105	0	92	95
COc1ccc(CS(=O)(=O)c2ncn[nH]2)cc1	96	2	0	105	99	-8	100	98
COCCSc1nnc(NC(=O)C2CC(=O)N(CCc3ccc(F)cc3)C2)s1 (configuration not stated)	100	4	1	100	104	-3	104	101
CCC(C)[C@H](NC(=O)NCc1ccc(Cl)cc1)C(=O)O (some centres not stated)	101	-2	1	102	102	-3	89	103
COc1cc(OC)c2ccc(=O)oc2c1C(CCN1CCN(c2ccccc2)CC1)c1ccc(N(C)C)cc1 (configuration not stated)	97	-6	0	121	77	1	69	96
Cc1cc2cc(CNC(=O)c3ccc(C)c([N+](=O)[O-])c3)ccc2[nH]1	99	-3	29	107	101	-2	95	97
Cc1cc(C)c2c(-n3cccc3)c(C(=O)NNS(=O)(=O)c3ccccc3)sc2n1	96	-8	1	97	.	-7	98	102
CCOC(=O)C1CCCN(Cc2nc(N)nc(Nc3ccccc3OC)n2)C1 (configuration not stated)	102	1	0	105	106	-2	103	103
O=C(O)C1CCCN1c1ncnc2ccccc12 (configuration not stated)	100	1	-2	96	97	-1	100	97
Cc1cccc(C(=O)OCC(=O)NC(C)C2CC3CCC2C3)c1O (configuration not stated)	99	9	0	99	97	0	95	97
COc1ccc(C2(CNC(=O)c3cc([N+](=O)[O-])cc([N+](=O)[O-])c3)CCCC2)cc1OC	100	5	5	92	101	4	95	95
Clc1cccc(Cl)c1/C=C/c1ccn[nH]1	95	-6	-4	91	85	0	86	96
CN(C)C(=O)c1ccccc1-c1ccccc1	104	-2	-1	105	108	3	108	107
CC(C)=NNc1nc(-c2ccc([N+](=O)[O-])cc2)cs1	90	-5	8	105	97	7	87	91
CC(=O)N1CCN(c2ccc(NC(=S)NC(=O)c3ccc(C)c([N+](=O)[O-])c3)cc2)CC1	109	-4	-2	123	98	-3	95	94
COCCNc1oc(COc2cccc(C)c2)nc1C#N	107	4	28	97	104	11	93	100
O=C(NCc1ccccc1)NC(=O)c1ccc(Cl)cc1	122	-3	4	121	104	4	101	103
COCCN1Cc2cc3cc(C)ccc3nc2SC1=Nc1cccc(OC)c1	99	2	4	107	90	-3	86	95
CCNc1nc(Cl)nc(-c2cn(-c3ccccc3)c3ccccc23)n1	101	-8	62*	96	99	-1	102	104
COc1ccc(C(=O)N/N=C/c2ccc(OC)c(COc3ccc(F)cc3)c2)cc1	98	-5	6	96	100	8	98	103
O=C(Nc1ccc(OC(F)(F)F)cc1)c1ccc(-n2cncn2)nc1	106	5	-9	93	97	6	99	103
CCO[C@H]1OC(C(=O)N2CCOCC2)=C[C@@H](C)[C@@H]1CCCO	98	0	0	90	100	-2	97	95
O=C(Nc1ccc(F)cc1)Nc1cc(S(=O)(=O)N2CCOCC2)ccc1N1CCCC1	109	2	0	103	103	7	102	100
O=C1c2ccccc2C(=O)c2c1cccc2N(CCO)CCO	105	-3	131*	94	100	-2	103	98
CCn1c(CCCOc2ccc(Cl)cc2Cl)n[nH]c1=S	96	-7	-2	107	95	-31	98	96
COc1cccc(OCC(=O)NNC(=O)c2ccc(-c3ccccc3)cc2)c1	93	0	20	105	99	4	95	95
